# Assay outcomes (PubChem BioAssay)
# MgcRacGAP inhibition = MgcRacGAP GTPase-activating activity inhibitors, confirmation, biochemical, ADP Hunter fluorescence; MgcRacGAP-stimulated Rac1 GTP hydrolysis, ADP Hunter fluorescence; higher % means a stronger effect; GST-tagged Rac1 F28L mutant substrate; inhibition, % at 30 µM; hits with a dose series show IC50 in µM; 0.6% of 340,000 active; AID 624330;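 active = first-screen hits whose inhibition reached a set limit at any dose in the follow-up dose series; inconclusive = inhibition above the set first-screen limit but never retested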;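 note: fluorescence reports GDP produced by GAP-driven GTP hydrolysis; strong numbers were not always called active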
# GPR35 arrestin U2OS = GPR35 antagonists blocking zaprinast-driven arrestin recruitment, primary screen, imaging, U2OS, beta-arrestin-GFP, zaprinast agonist (AID 2058). U2OS GPR35 beta-arrestin-GFP translocation imaging, zaprinast antagonism; higher % means a stronger effect. inhibition, % at 10 µM; hits with a dose series show IC50 in µM. 0.052% of 290,000 active;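 active = inhibition of at least 50% with at least 30 cells and total cytoplasm GFP at most 10,000,000; inconclusive = under 30 cells or total GFP of 10,000,000 plus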
# GPR55 antagonists = GPR55 antagonists blocking LPI-driven arrestin recruitment, primary screen, imaging, U2OS, beta-arrestin-GFP, LPI agonist (AID 2013); U2OS GPR55 beta-arrestin-GFP translocation imaging, LPI antagonism; higher % means a stronger effect; inhibition, % at 10 µM, or IC50 in µM where a hit was titrated; 0.13% of 290,000 active;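 active = spots per cell inhibited over 60%, with over 100 cells counted and total cytoplasm intensity under 500,000; inconclusive = wells with under 100 cells, flagged as likely toxic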;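 note: U2OS cells stably carrying GPR55 and arrestin-GFP stimulated by 5 µM LPI near EC80; imaged beta-arrestin-GFP aggregate spots per cell after agonist stimulation; plate controls were LPI-stimulated DMSO wells for no effect and DMSO wells without LPI for full effect; some results filed as inactive read as strong as hits; confirmed hits need IC50 under 10 µM and bright autofluorescent wells are also inconclusive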
# GPR55 beta-arrestin = selective activators of receptor GPR55 – imaging, U2OS cells, beta-arrestin-GFP redistribution, primary screen (AID 1961) | U2OS GPR55 beta-arrestin-GFP redistribution imaging; higher % means a stronger effect | activation, % at 10 µM, or EC50 in µM where a hit was titrated | 0.048% of 290,000 active;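 active = activation above 40% with more than 50 cells counted in the well; inconclusive = wells holding fewer than 50 cells, flagged as toxic or sparse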;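 note: U2OS osteosarcoma cells stably expressing GPR55 and beta-arrestin-GFP; plate controls were DMSO negative control for no effect and LPI positive control for full effect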
# SV40 large T antigen = TAg ATPase/helicase activity blockers – biochemical (AID 1903); one-dose inhibition, % at 20 µM; IC50 in µM for titrated hits; 0.39% of 310,000 active; SV40 large T antigen ATPase/helicase inhibition assay; higher % means a stronger effect; in the data active = a potency from the dose series; inconclusive = inhibition mostly from about 32% at the one dose, without a potency; inactive = the rest, 99 in 100 with inhibition below about 32%; note: strong numbers were not always called active
# Yfh1-off respiration = mitochondrial function rescue without frataxin homolog – Friedreich's ataxia, plus single-dose screen, dose response (AID 1465); fold induction at 50 µM, or EC50 in µM where a hit was titrated; 0.074% of 220,000 active; S. cerevisiae Yfh1-off respiration, WST-1 reduction, 72 h; higher fold induction means a stronger effect;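 active = fold induction of absorbance versus untreated yeast above a set limit, then at least 30% activation at any dose in follow-up; inconclusive = repeats straddling the limit, or above it without dose testing; inactive = fold induction below the set limit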;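 note: activators that raise dye reduction in frataxin-depleted yeast; strong numbers were not always called active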
# NS5 inhibitors = Dengue-2 NS5 methyltransferase inhibitors, primary screen, biochemical, confirmation dose response (AID 588689); Dengue-2 NS5 methyltransferase capping enzyme assay, biochemical; higher % means a stronger effect; inhibition, % at 25 µM; hits with a dose series show IC50 in µM; 0.3% of 340,000 active; in the data active = a potency from the dose series; inconclusive = inhibition above about 29% without an active follow-up result
# AID2073 = disruptors of CaV2.2 binding to Mint1 – biochemical, HTRF (AID 2073). 0.19% of 290,000 active. inhibition, % at 20 µM; hits with a dose series show IC50 in µM. HTRF protein-protein interaction, Mint1-CaV2.2; higher % means a stronger effect; in the data active = inhibition mostly above about 51%, no sharp cut-off; inconclusive = no clear call, values can overlap the other calls; inactive = mostly below about 53%; note: some results filed as inactive read as strong as hits
# NTR1 ag = NTR1-driven beta-arrestin-GFP spot formation – imaging, U2OS cells, high content, primary screen (AID 493036); P30989; agonist mode; activation, % at 20 µM; 0.17% of 330,000 active;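 active = activation at or above 40% of the spot to cytoplasm intensity ratio, with at least 20 cells analyzed; inconclusive = wells under 20 cells, flagged as cytotoxic or low count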;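 note: 0% = DMSO without peptide and 100% = 100 nM NTR1 peptide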
# Target sequence (P30989 whole entry, looked up): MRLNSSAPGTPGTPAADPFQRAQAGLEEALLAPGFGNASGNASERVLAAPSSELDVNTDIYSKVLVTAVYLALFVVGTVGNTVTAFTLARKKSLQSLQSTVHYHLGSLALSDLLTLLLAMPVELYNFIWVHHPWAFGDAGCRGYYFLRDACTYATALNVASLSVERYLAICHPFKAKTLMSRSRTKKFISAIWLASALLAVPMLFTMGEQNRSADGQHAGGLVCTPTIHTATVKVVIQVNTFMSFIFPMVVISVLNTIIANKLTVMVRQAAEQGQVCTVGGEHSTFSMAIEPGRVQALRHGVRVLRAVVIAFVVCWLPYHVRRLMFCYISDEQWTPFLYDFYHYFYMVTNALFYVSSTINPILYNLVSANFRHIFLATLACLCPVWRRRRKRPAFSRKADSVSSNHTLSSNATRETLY
# NTR1 ag cell count 20 µM = recorded beside NTR1 ag, whose call it bears; cell count; measured here: cell count, cytotoxicity flag
# Active calls of the source: *; i = inactive; ? = inconclusive; nt = no result given.
SMILES,MgcRacGAP inhibition,GPR35 arrestin U2OS,GPR55 antagonists,GPR55 beta-arrestin,SV40 large T antigen,Yfh1-off respiration,NS5 inhibitors,AID2073,NTR1 ag,NTR1 ag cell count 20 µM
COc1ccc(CC2=CC(=O)c3ccccc3C2=O)cc1,20.1%,-14.3%,-5.9%,-0.1%,14.8%,nt,?,-30.7%,20.0,68
CCNC(=O)CSc1nnc(-c2ccccc2)n1-c1ccc(OCC)cc1,2.8%,15.4%,-1.1%,0.0%,3.0%,i,0.0%,-12.4%,-1.2,50
CCc1nc(N2CCC(C)CC2)c2oc3ccccc3c2n1,16.4%,-1.1%,17.0%,0.7%,13.7%,i,-1.6%,-8.7%,12.3,43
CCOC(=O)c1ccc(NC(=O)CNS(=O)(=O)c2ccccc2)cc1,6.1%,3.6%,1.5%,1.1%,8.2%,i,3.4%,18.9%,-0.1,67
O=C(c1cnc2sccn2c1=O)N(Cc1ccccc1)c1ccccn1,17.0%,-6.6%,12.4%,1.0%,10.7%,i,-0.7%,-5.9%,-1.8,36
O=[N+]([O-])c1cccc(S(=O)(=O)N2CCN(S(=O)(=O)N3CCCCCC3)CC2)c1,4.3%,7.7%,8.3%,0.3%,15.2%,nt,-3.2%,18.1%,0.6,49
O=C(NCc1ccccc1)c1cc(S(=O)(=O)N2CCCCC2)ccc1N1CCOCC1,7.4%,-2.1%,3.0%,-0.4%,10.7%,i,-5.3%,1.5%,0.5,72
O=C(CCC1CCCN(C(=O)C2=CCCC2)C1)N1CCN(c2ccccn2)CC1 (stereo not drawn),-5.6%,16.0%,9.9%,-0.1%,-7.2%,i,5.9%,-3.2%,-0.2,55
COc1ccc(CSCC(=O)Nc2ccc(S(=O)(=O)N3CCCCCC3)cc2)cc1,6.2%,-13.6%,-0.2%,-0.3%,6.2%,i,0.7%,-3.1%,2.1,61
c1coc(-c2nnc3sc(C4CCCCC4)nn23)c1,1.7%,3.7%,-1.6%,-0.2%,8.9%,i,-6.5%,-5.9%,3.7,71
CCc1ccc(C(=O)NNc2ccc(F)cc2F)cc1,9.2%,-5.0%,-3.9%,-0.2%,22.2%,i,8.4%,-30.5%,2.2,40
O=C1N/C(=N/N=C/c2ccc(O)cc2)SC1Cc1ccccc1 (stereo not drawn),11.5%,42.2%,-3.6%,-0.1%,11.3%,i,-0.8%,1.0%,1.5,62
Cn1c(Cc2cccs2)nnc1SC/C=C/c1ccccc1,14.6%,-10.8%,0.0%,-0.2%,20.2%,i,-4.5%,-6.6%,-0.8,40
Cc1ccc(C(C(=O)NC2CCCC2)N(C(=O)CNC(=O)c2cccs2)c2cccnc2)o1 (stereo not drawn),7.8%,-7.8%,-0.9%,-0.4%,-3.1%,i,-5.7%,3.2%,0.1,90
CCOc1ccc(S(=O)(=O)N(C)CC(=O)NC2CC2)cc1,-1.9%,12.1%,18.3%,0.6%,2.0%,nt,-3.2%,-0.9%,-0.5,50
O=C(O)CC/C(=C\c1cccc(NC(=O)c2ccccc2Cl)c1)c1nc2ccccc2s1,-5.6%,12.1%,1.9%,0.2%,6.2%,i,5.4%,41.6%,1.1,40
CN1C(=O)c2ccc(C(=O)Nc3ccc(Br)cn3)cc2C1=O,3.6%,21.0%,6.4%,-0.1%,17.5%,nt,-1.0%,37.0%,0.4,64
O=C(COC(=O)c1ccccc1F)Nc1cc(S(=O)(=O)N2CCOCC2)ccc1N1CCCC1,1.4%,-8.1%,-4.8%,-0.4%,1.4%,i,-2.3%,-2.9%,2.6,25
COc1cccc(N(C(=O)c2ccn[nH]2)C2(C(=O)Nc3c(C)cccc3C)CCCCC2)c1,5.3%,-15.9%,21.7%,0.6%,1.6%,i,-4.8%,-3.9%,0.1,75
CCc1ccc(NC(=O)Nc2cccs2)cc1,4.3%,4.3%,0.9%,0.0%,12.6%,i,1.1%,-9.0%,1.0,45
CC1(C)C(C#N)=C(N)OC2=C1C(=O)CCC2,-0.7%,3.6%,5.9%,-0.3%,0.5%,i,-3.1%,-3.1%,1.0,50

# Retrieved by compound from the list above, 7 records:
SMILES,MgcRacGAP inhibition,GPR35 arrestin U2OS,GPR55 antagonists,GPR55 beta-arrestin,SV40 large T antigen,Yfh1-off respiration,NS5 inhibitors,AID2073,NTR1 ag,NTR1 ag cell count 20 µM
O=C(CCC1CCCN(C(=O)C2=CCCC2)C1)N1CCN(c2ccccn2)CC1 (stereo not drawn),-5.6%,16.0%,9.9%,-0.1%,-7.2%,i,5.9%,-3.2%,-0.2,55
CN1C(=O)c2ccc(C(=O)Nc3ccc(Br)cn3)cc2C1=O,3.6%,21.0%,6.4%,-0.1%,17.5%,nt,-1.0%,37.0%,0.4,64
CCc1ccc(NC(=O)Nc2cccs2)cc1,4.3%,4.3%,0.9%,0.0%,12.6%,i,1.1%,-9.0%,1.0,45
O=C(COC(=O)c1ccccc1F)Nc1cc(S(=O)(=O)N2CCOCC2)ccc1N1CCCC1,1.4%,-8.1%,-4.8%,-0.4%,1.4%,i,-2.3%,-2.9%,2.6,25
CCOC(=O)c1ccc(NC(=O)CNS(=O)(=O)c2ccccc2)cc1,6.1%,3.6%,1.5%,1.1%,8.2%,i,3.4%,18.9%,-0.1,67
O=[N+]([O-])c1cccc(S(=O)(=O)N2CCN(S(=O)(=O)N3CCCCCC3)CC2)c1,4.3%,7.7%,8.3%,0.3%,15.2%,nt,-3.2%,18.1%,0.6,49
CCc1ccc(C(=O)NNc2ccc(F)cc2F)cc1,9.2%,-5.0%,-3.9%,-0.2%,22.2%,i,8.4%,-30.5%,2.2,40

# Three entries from above, sorted by the number in GPR35 arrestin U2OS, low to high:
SMILES	GPR35 arrestin U2OS
Cc1ccc(C(C(=O)NC2CCCC2)N(C(=O)CNC(=O)c2cccs2)c2cccnc2)o1 (stereo not drawn)	-7.8%
O=C(CCC1CCCN(C(=O)C2=CCCC2)C1)N1CCN(c2ccccn2)CC1 (stereo not drawn)	16.0%
CN1C(=O)c2ccc(C(=O)Nc3ccc(Br)cn3)cc2C1=O	21.0%
